# GSH bead fluor: compound fluoresces at 488/530 nm on GSH beads; GSH beads flow cytometry, compound fluorescence 488/530 nm; stronger effect = higher value; fluorescence (KMESF) at 10 µM; 190,000 compounds, 0.25% hits; AID 1776; in the data active = fluorescence above about 89;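 also: glutathione beads carrying GST-tagged Bcl family fusion proteins plus one bare bead set; values are compound well signal with DMSO vehicle wells as background; inactives centre near 16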
# ABCB1 block: human ABCB1 inhibition, ABCG2 as counter-screen; P08183; CCRF-Adr cells, JC-1 efflux, flow cytometry; inhibition, % at 6.6 µM; 190,000 compounds, 0.067% hits; AID 1326; in the data active = inhibition above about 40%;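 also: 0% = vehicle and 100% = reference inhibitor; higher value means more JC-1 retained so stronger ABCB1 efflux block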
# RGS4-Gao reg: modulates binding of RGS4 to human Galphao. binding response (% of control), % at 10 µM. Multiplexed bead flow cytometry; actives lie on both sides. AID 1415. 220,000 compounds, 0.33% hits. P09471; in the data active = binding response below about 49% or above about 150%; inactive = in between;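 also: fluorescent Galphao activated with aluminum fluoride binding bead-coupled RGS4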
# ABCG2 block: inhibitors of human ABCG2 transporter, ABCB1 counter-screen | AID 1325 | inhibition, % at 6.6 µM | Q9UNQ0 | 190,000 compounds, 0.1% hits | IgMXP3 cells, JC-1 efflux, flow cytometry;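 active = inhibition above 80%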;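 also: 0% = DMSO and 100% = nicardipine control wells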
# Target sequence (Q9UNQ0 whole entry, looked up): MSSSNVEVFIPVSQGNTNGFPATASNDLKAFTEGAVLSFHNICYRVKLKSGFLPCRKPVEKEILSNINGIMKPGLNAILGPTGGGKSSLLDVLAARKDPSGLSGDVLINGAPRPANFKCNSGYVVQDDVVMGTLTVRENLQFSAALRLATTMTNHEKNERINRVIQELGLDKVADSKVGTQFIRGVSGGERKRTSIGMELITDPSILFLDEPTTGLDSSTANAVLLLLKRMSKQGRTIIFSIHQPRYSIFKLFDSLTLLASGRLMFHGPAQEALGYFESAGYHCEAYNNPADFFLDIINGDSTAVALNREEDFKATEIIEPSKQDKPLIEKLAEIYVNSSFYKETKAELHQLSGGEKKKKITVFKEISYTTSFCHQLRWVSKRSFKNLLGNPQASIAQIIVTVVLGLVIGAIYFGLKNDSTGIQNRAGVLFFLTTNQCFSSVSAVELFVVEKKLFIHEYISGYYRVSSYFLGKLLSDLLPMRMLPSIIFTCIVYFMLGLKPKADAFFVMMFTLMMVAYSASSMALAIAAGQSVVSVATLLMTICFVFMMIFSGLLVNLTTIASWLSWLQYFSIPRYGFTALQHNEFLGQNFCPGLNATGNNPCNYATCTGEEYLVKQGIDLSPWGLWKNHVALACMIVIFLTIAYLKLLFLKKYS
#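 Read-out basis: Efflux inhibition in percent versus controls | Test system: ABCG2 IgMXP3 and barcoded ABCB1 CCRF-Adr cell mix | Quantity: 3 million cells/mL in well | Schedule: 10 min at 25 °C | Control set: Nicardipine as high control, DMSO as low control | Reagent: JC-1 as fluorescent efflux pump substrate | Signal: Flow cytometry of retained JC-1 fluorescence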
# RGS7-Gao reg: modulates binding of RGS7 to human Galphao; P09471; Multiplexed bead flow cytometry; actives lie on both sides; binding response (% of control), % at 10 µM; 220,000 compounds, 0.35% hits; in the data active = binding response below about 49% or above about 150%; inconclusive = no clear call, values can overlap the other calls; inactive = in between;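 also: fluorescent Galphao held in activated GDP-AlF4 state binding bead-coupled RGS7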
# Mcl1 Bid PPI: Mcl-1/Bid interaction inhibition | TR-FRET Mcl-1/Bid-Dy647 peptide binding, 1536-well | inhibition, % at 21.7 µM | 220,000 compounds, 0.97% hits | AID 1021;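 active = compounds that cut the binding signal by more than half at the single screening dose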;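 also: His-tagged Mcl-1 with europium anti-His antibody binding Bid BH3 peptide; 0% = Mcl-1 plus peptide wells and 100% = peptide-only wells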
# RGS8-Gao reg: modulates binding of RGS8 to human Galphao; 220,000 compounds, 0.34% hits; multiplexed bead flow cytometry; actives lie on both sides; P09471; response (percent of control binding), % at 10 µM; in the data active = response below about 60% or above about 140%; inactive = in between;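 also: Galphao activated as the GDP aluminium fluoride complex binding bead-coupled RGS8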
# Mcl-1 Bim block: disrupts Bim peptide binding to human Mcl-1 | Bead-based flow cytometry, Bim peptide-Mcl-1 binding | 190,000 compounds, 0.1% hits | inhibition, % at 10 µM; in the data active = inhibition above about 40%;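 also: 0% = no compound tracer wells and 100% = peptide blocker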
# Pf gamet viab: P. falciparum stage V gametocyte viability inhibition; P. falciparum stage V gametocytes, ATP luminescence, 24 h; inhibition, % at 10.9 µM; 150,000 compounds, 0.065% hits;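 active = inhibition above the mean plus 3 SD of compounds within the control limits, set per campaign, cut at about 38% in these data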;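 also: 0% = DMSO wells and 100% = medium only without gametocytes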
# Mcl1 Noxa PPI: Mcl-1/Noxa interaction inhibition | Q07820 | TR-FRET Mcl-1/Noxa peptide binding, 2 h | inhibition, % at 21.7 µM | 220,000 compounds, 1.5% hits | AID 1022;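 active = compounds that cut the protein-peptide binding signal by more than 50% relative to plate controls in a single-dose test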;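 also: His-tagged Mcl-1 with rhodamine Noxa BH3 peptide and terbium anti-His antibody; 0% = Mcl-1 plus Noxa peptide wells and 100% = peptide-only wells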
# Avidin fluor: avidin bead compound fluorescence profile; 220,000 compounds, 0.38% hits; fluorescence (KMESF) at 10 µM; Avidin beads, compound fluorescence 488/530 nm, flow cytometry; stronger effect = higher value; in the data active = fluorescence above about 47; also: inactives centre near 10
# * = called active by the depositor; ? = inconclusive; · = no result given. Random draw from the library. About 3.3% of those tested had a hit in this group.
SMILES,GSH bead fluor,ABCB1 block,RGS4-Gao reg,ABCG2 block,RGS7-Gao reg,Mcl1 Bid PPI,RGS8-Gao reg,Mcl-1 Bim block,Pf gamet viab,Mcl1 Noxa PPI,Avidin fluor
O=C(NCc1ccc2c(c1)OCO2)c1cccc(C(=O)NCc2ccc3c(c2)OCO3)c1,18,0.2,102,1,100,3,102,0,·,7,34
O=C(O)CNS(=O)(=O)c1ccc(C2CCCCC2)cc1,16,1.1,95,5,95,5,94,-2,17,16,9
O=c1nc(-c2ccccc2)c2cc(Cl)ccc2[nH]1,18,0.2,97,2,95,-4,98,4,·,-9,37
CCOC(=O)c1cnc(Nc2nc3ccccc3o2)nc1C,38,0.9,103,7,105,25,99,3,·,22,3
Cc1noc(C(F)(F)F)c1C(=O)NNC(=O)c1ccccc1,·,·,100,·,?,-18,98,·,9,8,3
C/C(=N/N1CCN(c2ccccn2)CC1)c1ccc([N+](=O)[O-])cc1,11,-8.3,105,-1,103,-35,102,0,13,10,6
CCc1cc2c(SCC(=O)Nc3ccc(Cl)cn3)ncnc2s1,7,0.5,99,2,103,-125,100,-5,-19,-120,8
COc1ccc(OC)c(C(=O)c2ccc(C(=O)c3cc(OC)ccc3OC)cc2)c1,57,0.4,102,1,106,15,100,-2,2,-2,4
CSc1ccccc1NC(=O)CCc1ccccc1,21,0.9,101,1,108,-38,100,0,·,-2,8
CCOc1ccc(N(C(=O)Cn2nnc3ccccc32)C(C(=O)NC(C)(C)CC)c2cccn2C)cc1 (centres undefined),14,4.3,95,3,97,-25,88,-5,·,5,4

# Some of the entries above in a different format.
canonical_smiles | GSH bead fluor | ABCB1 block | RGS4-Gao reg | ABCG2 block | RGS7-Gao reg | Mcl1 Bid PPI | RGS8-Gao reg | Mcl-1 Bim block | Pf gamet viab | Mcl1 Noxa PPI | Avidin fluor
O=C(NCc1ccc2c(c1)OCO2)c1cccc(C(=O)NCc2ccc3c(c2)OCO3)c1 | 18 | 0.2 | 102 | 1 | 100 | 3 | 102 | 0 | · | 7 | 34
O=C(O)CNS(=O)(=O)c1ccc(C2CCCCC2)cc1 | 16 | 1.1 | 95 | 5 | 95 | 5 | 94 | -2 | 17 | 16 | 9

# The listing picks up, repeating the five entries before the break.
SMILES,GSH bead fluor,ABCB1 block,RGS4-Gao reg,ABCG2 block,RGS7-Gao reg,Mcl1 Bid PPI,RGS8-Gao reg,Mcl-1 Bim block,Pf gamet viab,Mcl1 Noxa PPI,Avidin fluor
C/C(=N/N1CCN(c2ccccn2)CC1)c1ccc([N+](=O)[O-])cc1,11,-8.3,105,-1,103,-35,102,0,13,10,6
CCc1cc2c(SCC(=O)Nc3ccc(Cl)cn3)ncnc2s1,7,0.5,99,2,103,-125,100,-5,-19,-120,8
COc1ccc(OC)c(C(=O)c2ccc(C(=O)c3cc(OC)ccc3OC)cc2)c1,57,0.4,102,1,106,15,100,-2,2,-2,4
CSc1ccccc1NC(=O)CCc1ccccc1,21,0.9,101,1,108,-38,100,0,·,-2,8
CCOc1ccc(N(C(=O)Cn2nnc3ccccc32)C(C(=O)NC(C)(C)CC)c2cccn2C)cc1 (centres undefined),14,4.3,95,3,97,-25,88,-5,·,5,4
CCOC(=O)c1oc2nc3c(cc2c1N)CCCC3,·,·,100,·,?,-49,98,·,3,-8,3
Cc1nn(Cc2ccccc2)c(Cl)c1/C=C1\NC(=S)NC1=O,21,0.3,102,2,102,-22,103,-3,9,3,15
Clc1ccc2[nH]cc(-c3nnnn3-c3ccc4ccccc4c3)c2c1,42,-0.8,63,-2,84,-6,81,-4,-9,7,0
CCOC(=O)NNS(=O)(=O)c1cc(Br)ccc1Br,23,1.1,106,4,101,-23,100,-1,20,13,10
O=C(/C=C/c1ccccc1[N+](=O)[O-])NCCN1C(=O)S/C(=C\c2ccc(F)cc2)C1=O,10,0.3,107,1,103,-20,107,-1,-1,13,21
O=C(COc1cccc2c1CCN(Cc1ccccc1)C2=O)NCc1ccco1,15,2.1,106,17,102,-27,104,-1,8,3,7
COc1ccc(CCN2C(=O)C3C4CC(C5C(C(N)=O)=NOC45)C3C2=O)cc1OC (centres undefined),34,0.1,99,4,96,-12,98,-3,3,-7,13
COc1cc(/C=N/NC(=O)c2ccc(CN3C(=O)c4cccc5cccc3c45)cc2)cc(OC)c1O,·,·,105,·,?,-66,105,·,-17,76*,10
COc1ccc(CCNC(=O)CSc2nc(C)cs2)cc1,19,0.6,105,3,102,2,103,-3,6,-8,13
COc1cccc(OCc2cc(/C=N/n3cncn3)ccc2OC)c1,·,·,107,·,?,3,102,·,-22,-1,10
COc1ccc(NC(=O)CSc2nnc(CNC(=O)COc3ccc(Cl)cc3)o2)cc1,13,0.2,99,2,97,-1,101,-1,-7,14,11
c1ccc(COc2ccc(OCCCCN3CCCCC3)cc2)cc1,28,0.3,96,1,94,-21,97,-7,·,-4,13
Cc1ccc(NS(=O)(=O)c2ccc3c(c2)CCC(=O)N3)cc1C,16,0.6,112,2,119,5,115,-4,1,12,9
Cc1ccc(OCC(=O)c2c[nH]c3ccccc23)c([N+](=O)[O-])n1,12,-0.1,102,13,?,-41,102,-2,-11,13,12

# Part of the list above, with bars between the fields:
SMILES | GSH bead fluor | ABCB1 block | RGS4-Gao reg | ABCG2 block | RGS7-Gao reg | Mcl1 Bid PPI | RGS8-Gao reg | Mcl-1 Bim block | Pf gamet viab | Mcl1 Noxa PPI | Avidin fluor
Cc1ccc(OCC(=O)c2c[nH]c3ccccc23)c([N+](=O)[O-])n1 | 12 | -0.1 | 102 | 13 | ? | -41 | 102 | -2 | -11 | 13 | 12
Cc1ccc(NS(=O)(=O)c2ccc3c(c2)CCC(=O)N3)cc1C | 16 | 0.6 | 112 | 2 | 119 | 5 | 115 | -4 | 1 | 12 | 9
c1ccc(COc2ccc(OCCCCN3CCCCC3)cc2)cc1 | 28 | 0.3 | 96 | 1 | 94 | -21 | 97 | -7 | · | -4 | 13

# Screening results: PubChem, several laboratories
